# Screens: PubChem BioAssay, several laboratories
# MT stabilizer = microtubule stabilizers in HeLa cells, primary screen, imaging, high-content imaging; HeLa tubulin immunostaining HCS, 24 h; share of cells brighter than vehicle mean+2SD; % tubulin-high responders, % at 10 µM; 200,000 tested, 0.83% active;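 active means plate Z-score above 3 for both tubulin-high and condensed-nucleus cell shares, with cell loss under 80%, at 10 µM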;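 further: anti alpha tubulin signal scored within the nucleus-defined area of each cell; some results filed as inactive read as strong as hits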
# Dynein cargo inh = inhibitors of GR-EGFP nuclear translocation, primary screen, dynein cargo transport inhibitor project, imaging, high-content, 3617.4 mouse cells. z-score, hits read low. 220,000 tested, 0.47% active. test concentration mostly 20 µM; stimulated with dexamethasone, 1 µM; active compounds read low;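 active means plate z-score of nuclear minus cytoplasmic receptor signal below a set negative limit, without overly bright fluorescence or cell loss, cut at about -3.5 in these data, passing the limit was not always enough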;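 further: z-score of nuclear minus cytoplasmic ring GR-EGFP intensity difference per well; some compounds called inactive have numbers as strong as hits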
#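 Also added: dexamethasone, 1.0 µM final. Medium: tet-free, stripped-serum medium. Detection: fixed, Hoechst-stained cells imaged at 10x for EGFP. Read-out: nuclear-to-cytoplasmic GR-EGFP distribution per well. Times: induction 48 h, compound 1 h, agonist 30 min.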
# P. falciparum M17LAP = P. falciparum M17LAP inhibitors, primary screen, biochemical, fluorogenic H-Leu-NHMec substrate, 1536-well (AID 1619); Leucine aminopeptidase (Plasmodium falciparum (isolate 3D7)); 220,000 tested, 0.38% active; recombinant M17LAP, H-Leu-NHMec fluorogenic kinetic assay; higher % means a stronger effect; inhibition, % at 30 µM, or IC50 in µM where a hit was titrated;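 active means compound inhibiting the enzyme by more than half at any dose during confirmatory dose-response retesting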;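 further: plate controls were full reaction with DMSO carrier for no effect and no enzyme background for full effect; strong numbers were not always called active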
# NOD1 NF-kB reporter = NOD1 signaling inhibitors, primary screen, cell-based, luminescence, uHTS (AID 1578); NOD1-driven NF-kB luciferase reporter cells, luminescence; higher % means a stronger effect; one-dose inhibition, % at 4 µM; EC50 in µM for titrated hits; 290,000 tested, 1% active; in the data active means inhibition mostly above about 36%, no sharp cut-off; inactive means mostly below about 34%;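 further: HEK-293T reporter cells stimulated with the NOD1 agonist gamma-tri-DAP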
# Yfh1-off respiration = enhancers of respiration in Yfh1-depleted yeast, dose response, Friedreich's ataxia, plus single-dose screen (AID 1465) | S. cerevisiae Yfh1-off respiration, WST-1 reduction, 72 h; higher fold induction means a stronger effect | fold induction at 50 µM, or EC50 in µM where a hit was titrated | 220,000 tested, 0.074% active;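 active means fold induction of absorbance versus untreated yeast above a set limit, then at least 30% activation at any dose in follow-up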;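 further: activators that raise dye reduction in frataxin-depleted yeast; strong numbers were not always called active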
# NOD2 inhibition = NOD2 signaling inhibitors, cell-based, luminescence, uHTS, HEK293 (AID 1566); HEK293 NOD2/NF-kB luciferase reporter, luminescence; higher % means a stronger effect; one-dose inhibition, % at 4 µM; EC50 in µM for titrated hits; 290,000 tested, 0.63% active; in the data active means inhibition above about 50%; further: many of its hits are not listed in these tables
# Autophagy mod = autophagy modulators in MEF cells, primary screen, imaging, high-content, MEF GFP-LC3 | MEF GFP-LC3 puncta imaging; test concentration mostly 10 µM | 190,000 tested, 0.98% active | calls only at 10 µM (by protocol);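 active means percentage of spot-positive cells more than 3 SD above its plate mean, without a fluorescence outlier flag or 80% toxicity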;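 further: spot-positive cell cutoff set from DMSO-treated cells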
# Insulin prom up = insulin promoter activators in MIN6 cells, imaging, high-content screening, mouse beta cells. MIN6 insulin promoter-GFP reporter; active compounds read high. z-score at 5 µM. 190,000 tested, 0.3% active;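 active means z-score above 3 at 5 µM with at least 500 cells counted in the well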
# bCat nuc transl = modulators of beta-catenin nuclear translocation, primary screen, imaging, HeLa cells, immunofluorescence, high-content. 190,000 tested, 0.3% active. nuclear translocation activity, % at 5 µM;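 active means nuclear translocation activity above 50% at 5 µM, with a well cell count of 50 or more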;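 further: per-cell ratio of nuclear to cytoplasmic median beta-catenin stain intensity; plate controls were DMSO negative control for no effect and GSK-3 inhibitor IX positive control for full effect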
#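 Assay system: human HeLa cells, native beta-catenin; doses: 5 µM primary, 0.02–20 µM confirmation; incubation: compound treatment 24 h, 37°C, 5% CO2; technique: fluorescence imaging of beta-catenin antibody stain plus DAPI; measure: % activation, nuclear-to-cytoplasmic median beta-catenin signal ratio per cell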
# Dynein cargo inh cytoplasmic EGFP = recorded beside Dynein cargo inh, whose call it bears; z-score; measured here: cytoplasmic GR-EGFP intensity; active compounds read high
# Dynein cargo inh nuclear GR-EGFP = further read-out of Dynein cargo inh, marked with its call; z-score; measured here: nuclear GR-EGFP intensity;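 lower value marks the stronger effect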
# Dynein cargo inh cell count = further read-out of Dynein cargo inh, marked with its call; z-score; measured here: cell count per field
# Insulin prom up cell count = second read-out of Insulin prom up, no call of its own (marks repeat the call); cell count; measured here: cytotoxicity, nuclei count;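 total cells summed across four imaged fields per well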
# bCat nuc transl cell count 5 µM = second read-out of bCat nuc transl, no call of its own (marks repeat the call); cell count; measured here: cell count, cytotoxicity flag
# MT stabilizer Hoechst-high % = further read-out of MT stabilizer, marked with its call; % Hoechst-high responders; measured here: nuclear condensation Hoechst responders;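 share of cells brighter than vehicle mean plus two SD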
# MT stabilizer cytotoxicity % = recorded beside MT stabilizer, whose call it bears; toxicity, %; measured here: cytotoxicity by cell density;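 0% = mean cell density of plate MIN control wells and 100% = no cells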
# Autophagy mod cell loss 18 h = recorded beside Autophagy mod, whose call it bears; toxicity, %; measured here: cell loss, nuclei count;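 cell loss after 18 h compound exposure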
# * hit, by the source's call; i = inactive; / = no result given; + = active, no number.
SMILES,MT stabilizer,MT stabilizer Hoechst-high %,MT stabilizer cytotoxicity %,Dynein cargo inh,Dynein cargo inh cytoplasmic EGFP,Dynein cargo inh nuclear GR-EGFP,Dynein cargo inh cell count,P. falciparum M17LAP,NOD1 NF-kB reporter,Yfh1-off respiration,NOD2 inhibition,Autophagy mod,Autophagy mod cell loss 18 h,Insulin prom up,Insulin prom up cell count,bCat nuc transl,bCat nuc transl cell count 5 µM
Fc1ccccc1OCCSc1nnnn1-c1ccccc1,2.8,2.0,6.4,1.61,-0.181,1.41,-0.805,12.8%,-11.5%,i,-131.9%,i,-6.9,1.63,1068,-0.5,1057
Cc1c(-n2c(SCC(=O)N(C)C3CCS(=O)(=O)C3)nc3ccccc3c2=O)c(=O)n(-c2ccccc2)n1C (stereo not given),1.8,1.0,2.6,0.603,-0.204,0.204,0.244,6.0%,-26.7%,i,0.9%,i,-11.0,0.02,1025,1.6,1159
C=CCNC(=S)NNC(=O)CSc1nc2ccccc2s1,2.3,2.4,8.6,-0.685,-0.284,0.498,0.107,-12.8%,-38.9%,i,-18.1%,i,14.2,0.12,1242,2.2,520
CCc1c(OC(C)=O)c2ccccc2n(C)c1=O,4.0,1.7,5.4,-0.354,-0.236,-0.0309,1.15,-10.5%,-28.1%,i,19.7%,i,-12.3,-0.84,1250,0.4,536
CCOC(=O)c1c(OCCO)noc1N,1.3,1.1,2.4,1.17,-0.122,0.936,-0.933,-4.5%,-22.2%,i,11.9%,i,-18.1,-0.11,1541,-3.5,1093
O=C(O)c1ccc2c(=O)n3c(nc2c1)/C(=C/c1ccccc1C(F)(F)F)CCCC3,5.0,1.7,9.1,0.102,-0.283,0.127,0.328,0.7%,10.4%,i,12.6%,+,19.3*,0.35,1408,1.4,1086
C=CCN1C=C2C(=O)C(C)(OC(=O)CCC(=O)OC)C(=O)C(Br)=C2C=C1c1ccc(OC)cc1 (stereo not given),/,/,/,-0.832,-0.67,-0.224,0.15,10.6%,0.2%,i,7.1%,/,/,/,/,-0.9,1151
Cc1ccccc1NC(=O)CC1SC(=Nc2ccc(O)cc2)NC1=O (stereo not given),/,/,/,-0.0678,-0.232,-0.078,0.56,-5.6%,-6.8%,i,10.3%,/,/,0.08,1391,0.8,1287
O=C(CCNC(=O)Cn1ccc2ccccc2c1=O)NCC1CCCC1c1ccccc1 (stereo not given),6.7,3.1,7.6,0.0139,-0.201,0.335,0.515,-1.4%,-0.4%,i,8.7%,i,16.2,0.87,1180,0.0,1013
Cc1oc(-c2ccccc2Cl)nc1CSc1nc2c(c(=O)[nH]1)CCC2,5.3,2.6,5.6,0.209,-0.218,1.09,-0.506,1.8%,34.0%,/,-2.0%,i,10.0,1.44,1218,1.9,524
CCN1CCN(C(=S)c2ccc(O)cc2)CC1,2.8,1.5,5.1,1.16,-0.305,0.451,-0.125,-0.3%,-31.0%,i,3.2%,i,1.1,1.03,1407,0.2,1475
N#Cc1c(SCC(N)=O)nc(-c2ccccc2)c2c1CCCC2,4.2,3.8,10.2,-0.875,-0.161,-0.218,0.54,2.0%,25.0%,i,14.0%,i,-5.9,/,/,-4.0,1062
CCN(CC)C(=O)CSc1nnc(-c2ccccc2)c(-c2ccccc2)n1,4.6,1.7,5.9,0.686,-0.0345,0.241,-0.541,4.5%,-27.4%,i,4.8%,i,4.4,-0.38,1259,-2.6,580
CC(C)CNC(=S)N1CCN(C)CC1,2.1,2.1,1.6,1.64,-0.227,0.183,0.189,7.7%,/,i,-10.4%,i,-11.7,1.53,1505,-0.5,1399
Fc1ccc(NC(=S)N2CCSC2c2cccs2)cc1 (stereo not given),3.3,1.7,9.3,0.955,-0.137,0.754,0.325,-16.6%,-16.3%,i,12.8%,i,0.1,-0.27,1180,-0.6,1057
CCOC(=O)CSc1nnc(C)c(=O)[nH]1,3.3,1.7,2.8,-0.377,-0.239,0.0891,-0.312,-3.1%,-11.9%,i,5.8%,i,-0.9,-0.44,1269,/,/
Cc1nnc(SCC(=O)Nc2nccs2)s1,5.6,2.6,5.9,-1.48,-0.145,-0.471,0.0456,-4.4%,-22.5%,i,-0.6%,i,-10.7,0.38,1130,-0.8,1194
CC(O)CCc1nc2ccc(C(=O)O)cc2[nH]1 (stereo not given),5.7,2.4,4.7,-0.705,-0.184,-0.0917,-0.319,-4.4%,-9.0%,/,6.7%,i,-8.6,-0.32,1146,-0.6,1159
CCOC(=O)c1cc(C#N)c(N2CCOCC2)nc1-c1ccccc1,4.3,2.1,22.1,0.205,0.469,0.477,-0.336,3.9%,-33.8%,i,23.7%,i,4.0,-0.65,1440,-8.3,1090
COc1ccc(N2C(=O)C3C4c5ccccc5C(C=Nc5ccc(C)cc5C)(c5ccccc54)C3C2=O)cc1 (stereo not given),4.1,1.5,7.6,2.05,-0.21,1.2,-0.349,/,/,i,/,i,-27.6,/,/,/,/
CCC(C)[C@H](NC(=O)NCc1ccccc1)C(=O)O (stereo not given in full),4.6,2.0,12.1,1.02,-0.369,0.862,-0.361,13.9%,-0.8%,i,5.2%,i,37.9,0.7,1250,-4.5,962
CCNC(=S)N1CCC(NC(=O)c2ccco2)CC1,3.1,1.9,3.9,-0.494,-0.234,-0.343,0.337,-1.5%,-28.7%,i,-5.6%,i,11.4,/,/,0.4,1517
O=C(c1ccc(F)cc1)N1CCN=C1c1ccccc1,2.0,1.9,4.8,-1.01,-0.209,-0.679,0.516,-6.9%,-15.6%,i,6.8%,i,5.0,1.02,1178,/,/
C=CCNc1sc(C(=O)c2ccccc2)c(N)c1-c1nc2ccccc2s1,2.7,5.3,4.1,-0.619,-0.14,-0.0644,0.607,8.0%,-19.4%,i,10.4%,i,-15.5,-0.75,1237,3.7,1334
COc1cscc1C(=O)O,/,/,/,0.461,-0.197,0.229,-0.463,0.7%,-7.4%,i,-3.9%,/,/,0.11,1167,1.9,1330
COc1ccc(N2C(=O)NC(NC(=O)c3cccnc3)(C(F)(F)F)C2=O)cc1 (stereo not given),6.6,2.4,5.0,1.22,0.431,1.13,-0.781,-0.1%,-36.0%,i,-4.5%,i,16.8,-0.95,1433,-2.9,1010
Oc1ccc(N=Nc2c(O)ccc3ccccc23)cc1,1.8,1.2,6.6,-0.36,-0.0365,-0.316,0.477,16.8%,24.0%,i,17.0%,i,16.0,-0.4,1541,-0.2,934
Nn1c(-c2cccs2)nc2sc3c(c2c1=O)CCCC3,2.0,1.8,3.8,-0.876,-0.153,-0.5,0.664,-3.9%,-14.2%,i,-96.7%,i,11.1,/,/,1.3,812
Cn1c2ccccc2c2cnn(CC(=O)Nc3ccc(Cl)cc3)c(=O)c21,/,/,/,-0.00884,-0.265,0.533,0.874,-3.0%,-6.2%,i,17.1%,/,/,-0.06,1107,1.5,1265
COc1ccc(CCN2C(=S)N(c3ccc(Cl)cc3)C(=O)C2CC(N)=O)cc1OC (stereo not given),/,/,/,0.505,-0.229,0.188,0.228,4.4%,/,i,/,/,/,-0.14,1472,-2.1,1177
Nn1c(Cc2ccc(Br)cc2)n[nH]c1=S,5.1,2.3,6.0,-1.6,-0.341,-0.801,0.476,3.4%,-30.1%,i,13.0%,i,-2.8,-1.44,1610,-4.8,1145
CNc1nc(N/N=C/c2ccc([N+](=O)[O-])cc2)nc(Nc2ccccc2)n1,4.9,1.7,6.8,0.771,-0.269,0.0745,-0.682,-3.1%,-13.7%,i,8.0%,i,10.9,-0.79,984,3.3,404
COc1ccc(/C=C/C(=O)Oc2ccc(/C=N/NC(=O)c3ccccc3)cc2)cc1OC,3.2,2.5,4.8,-0.112,0.228,0.0603,0.953,14.8%,-15.2%,i,1.3%,i,29.1,-0.46,1483,0.2,1066
CCn1c(CSc2ncn[nH]2)nc2cc(C(=O)O)ccc21,/,/,/,0.374,-0.202,0.392,-0.607,-9.0%,4.3%,i,-25.1%,/,/,0.65,1385,-3.1,1126
O=C(NCCCN1CCN(Cc2ccccc2)CC1)C1CCN(S(=O)(=O)N2CCC3(CC2)OCCO3)CC1,4.0,3.2,5.8,0.607,-0.194,1.01,-0.87,9.6%,-18.5%,i,9.8%,i,-2.2,-0.8,1217,0.4,1096

# Complete entries from above. Values in the order: MT stabilizer	MT stabilizer Hoechst-high %	MT stabilizer cytotoxicity %	Dynein cargo inh	Dynein cargo inh cytoplasmic EGFP	Dynein cargo inh nuclear GR-EGFP	Dynein cargo inh cell count	P. falciparum M17LAP	NOD1 NF-kB reporter	Yfh1-off respiration	NOD2 inhibition	Autophagy mod	Autophagy mod cell loss 18 h	Insulin prom up	Insulin prom up cell count	bCat nuc transl	bCat nuc transl cell count 5 µM
# CNc1nc(N/N=C/c2ccc([N+](=O)[O-])cc2)nc(Nc2ccccc2)n1 across the screens: 4.9	1.7	6.8	0.771	-0.269	0.0745	-0.682	-3.1%	-13.7%	i	8.0%	i	10.9	-0.79	984	3.3	404
# CCn1c(CSc2ncn[nH]2)nc2cc(C(=O)O)ccc21 across the screens: /	/	/	0.374	-0.202	0.392	-0.607	-9.0%	4.3%	i	-25.1%	/	/	0.65	1385	-3.1	1126

# An excerpt; rates above refer to the full screens.
